TcdB inh: blocks C. difficile toxin B glycohydrolase activity | inhibition, % at 9.99 µM | TcdB glycohydrolase enzymatic assay, plate reader | P18177 | 0.24% of 350,000 active | AID 652162; in the data active = inhibition above about 10%
Target sequence (P18177 whole entry, looked up): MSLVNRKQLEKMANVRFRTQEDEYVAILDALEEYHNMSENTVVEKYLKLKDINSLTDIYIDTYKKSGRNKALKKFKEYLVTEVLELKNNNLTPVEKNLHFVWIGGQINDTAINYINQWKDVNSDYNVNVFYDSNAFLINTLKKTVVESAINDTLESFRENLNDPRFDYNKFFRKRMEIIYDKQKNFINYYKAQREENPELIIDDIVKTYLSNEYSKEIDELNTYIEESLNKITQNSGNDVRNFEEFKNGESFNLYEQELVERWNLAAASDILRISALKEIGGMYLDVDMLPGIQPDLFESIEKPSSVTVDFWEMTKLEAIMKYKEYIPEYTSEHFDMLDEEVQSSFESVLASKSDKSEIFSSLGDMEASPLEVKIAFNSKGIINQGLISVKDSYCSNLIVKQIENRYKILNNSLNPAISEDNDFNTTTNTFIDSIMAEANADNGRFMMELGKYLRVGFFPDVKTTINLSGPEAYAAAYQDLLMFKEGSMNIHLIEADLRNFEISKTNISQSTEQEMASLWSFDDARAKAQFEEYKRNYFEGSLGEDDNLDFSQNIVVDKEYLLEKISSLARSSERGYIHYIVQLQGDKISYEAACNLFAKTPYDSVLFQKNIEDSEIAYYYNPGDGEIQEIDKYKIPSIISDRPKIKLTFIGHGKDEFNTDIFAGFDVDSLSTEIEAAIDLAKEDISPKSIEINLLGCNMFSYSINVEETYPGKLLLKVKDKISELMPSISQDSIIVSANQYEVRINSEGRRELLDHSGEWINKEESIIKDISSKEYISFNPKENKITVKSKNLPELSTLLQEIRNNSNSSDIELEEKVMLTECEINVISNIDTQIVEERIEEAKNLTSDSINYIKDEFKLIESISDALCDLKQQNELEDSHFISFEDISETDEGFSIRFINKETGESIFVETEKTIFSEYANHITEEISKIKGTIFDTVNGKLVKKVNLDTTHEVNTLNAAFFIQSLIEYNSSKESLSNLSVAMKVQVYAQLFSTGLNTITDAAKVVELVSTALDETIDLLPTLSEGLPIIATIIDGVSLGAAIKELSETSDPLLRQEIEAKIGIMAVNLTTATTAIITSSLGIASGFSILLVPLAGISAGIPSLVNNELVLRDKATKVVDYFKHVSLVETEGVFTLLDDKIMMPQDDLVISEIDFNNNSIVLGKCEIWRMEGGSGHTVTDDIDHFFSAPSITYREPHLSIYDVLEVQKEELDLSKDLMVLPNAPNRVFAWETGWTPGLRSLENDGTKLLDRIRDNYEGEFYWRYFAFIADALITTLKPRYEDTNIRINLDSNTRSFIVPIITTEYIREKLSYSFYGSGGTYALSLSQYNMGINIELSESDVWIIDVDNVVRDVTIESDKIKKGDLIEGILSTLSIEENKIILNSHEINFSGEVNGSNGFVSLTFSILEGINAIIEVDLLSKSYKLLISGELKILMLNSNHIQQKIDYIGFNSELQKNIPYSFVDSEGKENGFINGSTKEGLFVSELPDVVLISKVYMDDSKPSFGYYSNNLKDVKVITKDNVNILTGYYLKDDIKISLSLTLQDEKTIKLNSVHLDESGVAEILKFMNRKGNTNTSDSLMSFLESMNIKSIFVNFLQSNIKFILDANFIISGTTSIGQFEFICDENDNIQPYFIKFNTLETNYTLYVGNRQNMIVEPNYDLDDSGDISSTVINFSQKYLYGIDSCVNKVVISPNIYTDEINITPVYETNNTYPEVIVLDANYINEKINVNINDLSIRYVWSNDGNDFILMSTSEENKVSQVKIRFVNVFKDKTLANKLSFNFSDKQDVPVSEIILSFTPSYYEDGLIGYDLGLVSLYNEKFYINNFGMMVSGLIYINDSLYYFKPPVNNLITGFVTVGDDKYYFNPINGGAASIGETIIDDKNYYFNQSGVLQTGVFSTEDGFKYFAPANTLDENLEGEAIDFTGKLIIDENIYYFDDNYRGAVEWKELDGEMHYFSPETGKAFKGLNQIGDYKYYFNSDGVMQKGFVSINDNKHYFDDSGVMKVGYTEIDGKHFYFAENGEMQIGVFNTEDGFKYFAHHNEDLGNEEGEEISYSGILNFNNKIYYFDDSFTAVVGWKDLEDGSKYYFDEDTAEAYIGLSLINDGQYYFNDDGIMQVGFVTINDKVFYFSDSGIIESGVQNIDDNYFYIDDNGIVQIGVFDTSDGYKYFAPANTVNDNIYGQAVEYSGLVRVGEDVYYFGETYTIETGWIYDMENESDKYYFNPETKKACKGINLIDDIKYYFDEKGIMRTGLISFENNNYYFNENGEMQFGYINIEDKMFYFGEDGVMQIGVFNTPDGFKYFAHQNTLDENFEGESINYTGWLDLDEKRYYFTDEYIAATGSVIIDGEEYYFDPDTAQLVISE
Numbers without * were called inactive; & = joins results of further samples.

no.	Molecule	TcdB inh
1	CCCNC(=O)N1C[C@@H](C)[C@@H](OC)CN(C)C(=O)c2ccc(NC(=O)CC)cc2OC[C@@H]1C	-0.1
2	C[C@H](NC(=O)C[C@@H]1CC[C@H](NC(=O)Nc2ccc3c(c2)OCO3)[C@H](CO)O1)c1ccccc1	0.0
3	COc1ccccc1S(=O)(=O)N(C)C[C@H]1OCc2ccccc2-c2c(n(C)c3ccccc23)C(=O)N([C@@H](C)CO)C[C@@H]1C	0.5
4	C[C@H](CO)N1C[C@H](C)[C@@H](CN(C)Cc2ccccc2)Oc2ccc(NS(=O)(=O)c3cccs3)cc2CC1=O	0.0
5	C[C@@H]1CN([C@H](C)CO)S(=O)(=O)c2ccc(C3=CCCCC3)cc2O[C@H]1CN(C)Cc1ccccc1F	0.2
6	COCC(=O)N1[C@H](C#N)[C@@H](c2ccccc2-c2cccc(F)c2)[C@@H]1CO	-0.6
7	O=C(Nc1ccc(F)cc1)N1[C@@H]2CNC[C@H]1C2c1ccc(-c2ccccc2)cc1 (stereo not given in full)	0.2&0.0
8	CCCC(O)C#Cc1cnc2c(c1)C(=O)N([C@H](C)CO)C[C@H](C)[C@H](CN(C)S(=O)(=O)c1cccs1)O2 (stereo not given in full)	-0.1&0.8
9	CCC(=O)N1CC2(CCN(Cc3ccccc3Cl)CC2)c2c([nH]c3cc(OC)ccc23)[C@H]1CO	0.3
10	O=C([C@H]1[C@H](CO)[C@H]2Cn3c(ccc(C4=CCCCC4)c3=O)[C@@H]1N2Cc1nccs1)N1CCCCC1	0.1
11	Cc1ccc(S(=O)(=O)N(C)C[C@@H]2Oc3c(NS(=O)(=O)c4c(C)noc4C)cccc3C(=O)N([C@H](C)CO)C[C@@H]2C)cc1	-4.0
12	COc1ccccc1CNC(=O)C[C@@H]1C[C@H]2c3cc(NS(=O)(=O)c4ccc(F)cc4)ccc3O[C@H]2[C@H](CO)O1	-1.0
13	C=CCNC(=O)[C@@H]1[C@H]2C(=O)O[C@H](c3ccccc3)[C@H](c3ccccc3)N2[C@H](c2ccc(OCCO)cc2)[C@@]12C(=O)Nc1ccc(C#CCCO)cc12	1.3
14	CO[C@H]1CN(C)C(=O)c2cc(NC(C)=O)ccc2OC[C@@H](C)N(Cc2cc(F)ccc2F)C[C@@H]1C	1.2
15	O=S(=O)(c1ccccc1)N1CC[C@@H]2[C@H](CO)Nc3ccc(Br)cc3[C@@H]21	3.4
16	CCNC(=O)Nc1ccc2c(c1)C(=O)N(C)[C@@H]1CC[C@@H](CC(=O)NCC3CCCCC3)O[C@H]1CO2	-5.2
17	C/C=C/c1ccc2c(c1)O[C@H](CN(C)C(=O)c1ccccc1)[C@@H](C)CN([C@H](C)CO)S2(=O)=O	-0.6
18	O=C(C[C@@H]1CC[C@@H]2[C@H](COC[C@@H](O)CN2S(=O)(=O)c2ccccc2)O1)NCC1CCCCC1	-1.8
19	COc1ccc(S(=O)(=O)Nc2cccc3c2O[C@@H](CN(C)CC2CCCCC2)[C@H](C)CN([C@@H](C)CO)C3=O)cc1	0.6
20	Cc1ccc(S(=O)(=O)N(C)C[C@H]2Oc3c(NC(=O)Nc4ccc5c(c4)OCO5)cccc3C(=O)N([C@H](C)CO)C[C@H]2C)cc1	1.1
21	C[C@@H]1CN([C@H](C)CO)C(=O)c2cc(NC(=O)Nc3cccc4ccccc34)ccc2O[C@@H]1CN(C)Cc1ccc(C(F)(F)F)cc1	-2.1
22	C[C@@H]1CN([C@@H](C)CO)C(=O)c2cccc(NC(=O)c3cnccn3)c2O[C@H]1CN(C)Cc1ccc(Oc2ccccc2)cc1	-0.6
23	Cc1noc(C)c1NC(=O)N(C)C[C@H]1Oc2c(NC(=O)c3nc4ccccc4s3)cccc2C(=O)N([C@H](C)CO)C[C@H]1C	4.3
24	CN1CCCCN2[C@@H](CO)[C@@H](c3ccc(-c4cccnc4)cc3)[C@@H]2C1	-1.1
25	CN1C(=O)c2cc(NC(=O)C3CCOCC3)ccc2OC[C@H]2O[C@H](CC(=O)NC3CCCC3)CC[C@@H]21	-0.1
26	C[C@H](CO)N1C[C@H](C)[C@H](CN(C)C(=O)Nc2ccc3c(c2)OCO3)Oc2ncccc2C1=O	-0.9
27	C[C@@H]1CCCCO[C@@H](CN(C)Cc2ccc(C(=O)O)cc2)[C@H](C)CN([C@@H](C)CO)C(=O)c2cc(NC(=O)Nc3ccccc3)ccc2O1	0.7
28	C[C@H]1CN([C@@H](C)CO)C(=O)Cc2cc(NC(=O)c3ccncc3)ccc2O[C@H]1CN(C)CC1CC1	0.8
29	Cc1ccc(S(=O)(=O)N(C)C[C@@H]2Oc3ccc(NC(=O)NC4CCCCC4)cc3C(=O)N([C@@H](C)CO)C[C@@H]2C)cc1	0.3
30	C[C@H](CO)N1C[C@H](C)[C@H](CN(C)C(=O)NC2CCCCC2)Oc2ccc(NC(=O)Nc3ccccc3)cc2CC1=O	0.1
31	C[C@@H]1CN([C@@H](C)CO)S(=O)(=O)c2ccc(-c3cncnc3)cc2O[C@@H]1CN(C)Cc1cncnc1	-0.5
32	Cc1ccc(S(=O)(=O)N(C)C[C@H]2OCCCC[C@@H](C)Oc3ccc(NC(=O)NC4CCCCC4)cc3C(=O)N([C@@H](C)CO)C[C@H]2C)cc1	0.8
33	C[C@@H]1CN([C@H](C)CO)C(=O)c2cc(NC(=O)Cc3cn(C)c4ccccc34)ccc2O[C@@H]1CN(C)Cc1ccc(Oc2ccccc2)cc1	1.0
34	O=C(C[C@@H]1C[C@H]2c3cc(NC(=O)Nc4ccc(C(F)(F)F)cc4)ccc3O[C@H]2[C@H](CO)O1)NCc1ccc(Cl)cc1	-1.5
35	Cc1noc(C)c1S(=O)(=O)Nc1ccc2c(c1)CC(=O)N([C@H](C)CO)C[C@H](C)[C@H](CN(C)C(=O)Nc1cccc3ccccc13)O2	1.9
36	C[C@@H]1CN([C@@H](C)CO)S(=O)(=O)c2ccc(/C=C/c3ccccc3)cc2O[C@H]1CN(C)Cc1ccccc1	-0.2
37	COc1ccc(S(=O)(=O)Nc2cccc3c2O[C@@H](CN(C)S(=O)(=O)c2cn(C)cn2)[C@@H](C)CN([C@H](C)CO)C3=O)cc1	0.3
38	CC(C)NC(=O)N1C[C@H]2[C@@H](c3ccccc31)[C@@H](CO)N2C(=O)c1cccnc1	0.3
39	C[C@H]1CN([C@@H](C)CO)C(=O)c2cc(-c3ccccc3F)cnc2O[C@H]1CN(C)Cc1ccccc1F	1.0
40	O=C(C[C@@H]1C=C[C@H](NC(=O)Cc2cccnc2)[C@H](CO)O1)NCc1ccc2c(c1)OCO2	0.3
41	COc1cccc(NC(=O)N[C@H]2CC[C@@H](CC(=O)Nc3ccccc3)O[C@H]2CO)c1	0.0
42	COc1ccc2c3c([nH]c2c1)[C@H](CO)N(C(C)=O)CC31CCN(C(C)=O)CC1	-0.1
43	Cc1ccccc1-c1ccc(C2[C@H]3CNC[C@@H]2N3S(=O)(=O)c2cccc(F)c2)cc1 (stereo not given in full)	-0.5&-0.8
44	O=C(C[C@@H]1CC[C@H](NC(=O)Cc2cccnc2)[C@H](CO)O1)NCc1ccc2c(c1)OCO2	0.1
45	C[C@@H]1CCCCO[C@H](CN(C)S(=O)(=O)c2cccs2)[C@@H](C)CN([C@@H](C)CO)C(=O)c2cc(NC(=O)Nc3ccc(C(F)(F)F)cc3)ccc2O1	-0.8
46	CC(C)CC#Cc1cnc2c(c1)C(=O)N([C@@H](C)CO)C[C@@H](C)[C@H](CN(C)C(=O)Cc1cccnc1)O2	2.4
47	O=C(C[C@@H]1C=C[C@H](NC(=O)C2CC2)[C@@H](CO)O1)NCCCN1CCOCC1	-3.0
48	C=CCSC1=N[C@@]2(COCc3ccc(OC)cc3)Oc3ccccc3[C@H]([C@H]2CO[Si](C)(C)C(C)(C)C)N1C(=O)c1ccccc1	-0.5
49	C[C@@H]1CN([C@@H](C)CO)C(=O)c2cccc(NS(=O)(=O)c3ccc(Cl)cc3)c2O[C@@H]1CN(C)C(=O)Nc1ccccc1	-0.6
50	N#C[C@H]1[C@@H](c2ccc(-c3cccc(F)c3)cc2)[C@@H](CO)N1c1nc(-c2ccccc2)cs1	0.2
51	C[C@@H]1CN([C@@H](C)CO)C(=O)c2cc(NC(=O)c3ccncc3)ccc2O[C@@H](C)CCCCO[C@H]1CN(C)C(=O)Nc1ccc(C(F)(F)F)cc1	-3.5
52	C[C@@H]1CN([C@H](C)CO)C(=O)Cc2cc(NC(=O)C3CCCCC3)ccc2O[C@@H]1CN(C)S(=O)(=O)c1ccccc1	1.7
53	C[C@@H]1CN([C@@H](C)CO)C(=O)c2cc(-c3ccccc3F)cnc2O[C@@H]1CN(C)Cc1ccccc1	0.4
54	CN1CCN(C(=O)C[C@@H]2C=C[C@@H](NC(=O)c3ccc4c(c3)OCO4)[C@@H](CO)O2)CC1	-1.4
55	COCC(=O)Nc1ccc2c(c1)OC[C@@H](C)N(Cc1ccccn1)C[C@H](C)[C@@H](OC)CN(C)C2=O	0.0
56	Cc1ccc(S(=O)(=O)N[C@H]2C=C[C@H](CC(=O)NCc3ccccc3F)O[C@@H]2CO)cc1	0.8
57	COc1ccc(NC(=O)Nc2ccc3c(c2)[C@@H]2C[C@@H](CC(=O)O)O[C@H](CO)[C@@H]2O3)cc1	-0.8
58	O=C(Nc1ccc(F)cc1)N1CC(=O)N2[C@H](CO)[C@H](c3ccc(-c4ccccc4)cc3)[C@@H]2C1	0.1
59	C[C@@H]1CCCCO[C@H](CN(C)Cc2ccc3c(c2)OCO3)[C@H](C)CN([C@@H](C)CO)C(=O)c2cc(NC(=O)Nc3ccc(C(F)(F)F)cc3)ccc2O1	-1.7
60	CC(C)NC(=O)Nc1ccc2c(c1)C(=O)N(C)[C@H]1CC[C@@H](CC(=O)NCc3ccc(F)cc3)O[C@H]1CO2	0.6

A draw from above in order of number of heavy atoms, largest number first:
no.	Molecule	TcdB inh
59	C[C@@H]1CCCCO[C@H](CN(C)Cc2ccc3c(c2)OCO3)[C@H](C)CN([C@@H](C)CO)C(=O)c2cc(NC(=O)Nc3ccc(C(F)(F)F)cc3)ccc2O1	-1.7
51	C[C@@H]1CN([C@@H](C)CO)C(=O)c2cc(NC(=O)c3ccncc3)ccc2O[C@@H](C)CCCCO[C@H]1CN(C)C(=O)Nc1ccc(C(F)(F)F)cc1	-3.5
52	C[C@@H]1CN([C@H](C)CO)C(=O)Cc2cc(NC(=O)C3CCCCC3)ccc2O[C@@H]1CN(C)S(=O)(=O)c1ccccc1	1.7
60	CC(C)NC(=O)Nc1ccc2c(c1)C(=O)N(C)[C@H]1CC[C@@H](CC(=O)NCc3ccc(F)cc3)O[C@H]1CO2	0.6
46	CC(C)CC#Cc1cnc2c(c1)C(=O)N([C@@H](C)CO)C[C@@H](C)[C@H](CN(C)C(=O)Cc1cccnc1)O2	2.4
53	C[C@@H]1CN([C@@H](C)CO)C(=O)c2cc(-c3ccccc3F)cnc2O[C@@H]1CN(C)Cc1ccccc1	0.4
58	O=C(Nc1ccc(F)cc1)N1CC(=O)N2[C@H](CO)[C@H](c3ccc(-c4ccccc4)cc3)[C@@H]2C1	0.1
57	COc1ccc(NC(=O)Nc2ccc3c(c2)[C@@H]2C[C@@H](CC(=O)O)O[C@H](CO)[C@@H]2O3)cc1	-0.8
54	CN1CCN(C(=O)C[C@@H]2C=C[C@@H](NC(=O)c3ccc4c(c3)OCO4)[C@@H](CO)O2)CC1	-1.4

Additional structures.
no.	Molecule	TcdB inh
61	CN(C)C(=O)c1ccc(-c2ccc([C@@H]3[C@H]4CN(C(=O)C5CCCC5)CCCCN4[C@H]3CO)cc2)cc1	0.3
62	COCC#Cc1cnc2c(c1)C(=O)N([C@H](C)CO)C[C@H](C)[C@@H](CN(C)C(=O)c1ccc(F)cc1)O2	0.7
63	COc1ccc(NC(=O)Nc2cccc3c2O[C@H](CN(C)Cc2ccncc2)[C@H](C)CN([C@H](C)CO)C3=O)cc1	-1.9
64	C[C@H](CO)N1C[C@H](C)[C@H](CN(C)S(=O)(=O)c2ccc(F)cc2)Oc2ccc(NC(=O)C3CCCCC3)cc2CC1=O	0.6
65	C/C=C/c1ccc([C@H]2[C@@H](C#N)N(c3nc(CC)cs3)[C@H]2CO)cc1	-1.0
66	C[C@@H]1CN([C@@H](C)CO)C(=O)c2cc(NC(=O)CCCN(C)C)ccc2O[C@@H](C)CCCCO[C@H]1CN(C)Cc1ccc(C(F)(F)F)cc1	-1.4
67	CC(C)NC(=O)N(C)C[C@@H]1Oc2ccc(NC(=O)CCCN(C)C)cc2C(=O)N([C@@H](C)CO)C[C@@H]1C	-0.3
68	O=C(NCc1cccc(F)c1)[C@@H]1[C@@H](CO)[C@@H]2Cn3c(ccc(-c4ccccc4)c3=O)[C@H]1N2CC1CC1	1.5
69	O=C(C1CCC1)N1CC2(C1)[C@@H](c1ccccc1)[C@@H](CO)N2C(=O)c1ccccn1	-1.8
70	CO[C@H]1CN(C)C(=O)c2cc(NC(=O)NC3CCCCC3)ccc2OC[C@H](C)N(C(C)=O)C[C@@H]1C	-0.1
71	COc1ccc(CN(C)C[C@@H]2Oc3ccc(NC(=O)Cc4cn(C)c5ccccc45)cc3C(=O)N([C@H](C)CO)C[C@@H]2C)cc1	-0.2
72	C/C=C/c1ccc([C@H]2[C@@H](CO)N3CCCCN(C(=O)Cc4ccncc4)C[C@H]23)cc1	-3.1
73	C[C@@H]1CN([C@H](C)CO)C(=O)c2cc(-c3ccc(C#N)cc3)cnc2O[C@H]1CN(C)C(=O)Nc1ccc(F)cc1	0.9
74	COc1ccc2c3c(n(C)c2c1)[C@@H](CO)N(Cc1ccncc1)CC31CN(C(=O)C2CC2)C1	-2.0
75	C[C@@H]1CN([C@@H](C)CO)C(=O)Cc2cc(NC(=O)Nc3ccc(C(F)(F)F)cc3)ccc2O[C@H]1CN(C)C	0.2
76	CCC(=O)N(C)C[C@H]1Oc2ncc(-c3ccccc3C)cc2C(=O)N([C@@H](C)CO)C[C@H]1C	1.4
77	CNC(=O)C[C@H]1CC[C@H]2[C@@H](COC[C@@H](O)CN2C(=O)c2ccc3c(c2)OCO3)O1	1.0
78	Cc1noc(C)c1NC(=O)N(C)C[C@@H]1OCCCC[C@@H](C)Oc2ccc(NS(=O)(=O)c3ccccc3)cc2C(=O)N([C@H](C)CO)C[C@@H]1C	-1.0
79	COc1ccc(S(=O)(=O)Nc2ccc3c(c2)C(=O)N([C@H](C)CO)C[C@H](C)[C@H](CN(C)C(=O)NC(C)C)OCCCC[C@H](C)O3)cc1	-0.7

From PubChem BioAssay

Not all compounds are listed; rates above refer to the full screens.
